Screening results: PubChem BioAssay, National Center for Advancing Translational Sciences (NCATS)
KCNH2 3.1 block = blocks the human KCNH2 3.1 channel isoform | hit rate 0.95% among 340,000 | U2OS KCNH2 3.1, thallium flux FluxOr; hits give low values | activity change, % (tested at about 1.8 µM);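 active means maximum activity change below -70%; inconclusive means maximum activity change from -70% to -50%; inactive means maximum activity change above -50%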;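 further: thallium influx rate constant from kinetic fluorescence after stimulation buffer; on the % scale 0 is the no-effect control and ±100 the full control effect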
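Channel expression came from 3.1 mutant virus (1.77 x 10^8 /mL) applied to suspended U2OS cells for 4 h. Flux was tracked with FluxOr dye plus Red40 quencher, and kinetic rate constants normalized to controls.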
TRPV1 ag = activates the human vanilloid receptor TRPV1; Q8NER1; TRPV1-expressing cells, Fluo-8 calcium influx, agonist mode; activation, % at 8.33 µM; hit rate 0.19% among 320,000; AID 540275; in the data active means activation above about 80%; inconclusive means between about 30% and that limit; further: 0% is about no effect
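Cells expressing TRPV1 were dye-loaded with Fluo-8 and read kinetically: 10 s baseline, 3 min after compound (agonist portion), then 2 min after EC20 capsaicin (allosteric enhancer portion). Calcium-bound dye fluorescence at 480/520 nm.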
ELG1 DNA repair = ELG1-dependent DNA repair inhibition; HEK293T ELG1-luciferase reporter, luminescence, 16 h; DNA damage induced by 5-fluorouridine; Potency, µM (titrated, usually from 46.1 µM), inactives show top-dose activity change, negative = inhibition, usual class: inhibitors; hit rate 2.3% among 330,000; AID 504467; further: potency means the concentration at half of the fitted maximal effect; on the % scale 0 is the no-effect control and ±100 the full control effect; nearly all actives have a fitted effect of over 55% in size
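5-Fluorouridine DNA damage + compound/DMSO, 2,000 cells/well, 16 h, 37 °C/5% CO2. ONE-Glo, 30 min RT, luminescence. Readout = decrease in reporter signal.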
A-T KAP1 phos = candidate therapy for ataxia-telangiectasia | […] A-T fibroblasts, KAP-1 phosphorylation AlphaLISA; neocarzinostatin DNA damage 30 min before lysis | Potency, µM (doses to about 57.5 µM), without a hit: top-dose activation, hits mostly activators | hit rate 0.19% among 320,000; further: potency means the concentration at half of the fitted maximal effect; % of control where 0% means no effect; nearly all actives have a fitted effect of over 45% in size
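hTERT-immortalized A-T patient fibroblasts ([…]), 500 cells/well in OPTI-MEM, 1% FBS, got compounds for 60 min, then NCS for 30 min at 37C. Lysates were then assayed for phospho-KAP-1 by AlphaLISA (anti-pKAP1 donor, anti-KAP1 acceptor beads), 6 hr at 25C.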
Eya2 phos inh = inhibitors of human Eya2 phosphatase activity; AID 488837; Potency, µM (series often up to 76.9 µM), for the others: at the top dose activity, negative = inhibition, usual class: inhibitors; hit rate 0.006% among 330,000; recombinant Eya2, OMFP fluorescence dephosphorylation (OMFP is methylfluorescein phosphate); further: potency means the concentration at half of the fitted maximal effect; on the % scale 0 is the no-effect control and ±100 the full control effect
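Eya2 protein (added as 0.2 uM solution) was preincubated with compound for 10 min at ambient temperature in 50 mM HEPES pH 7.5, 50 mM NaCl, 5 uM MgCl2, 0.05% BSA, 1 mM DTT. OMFP (added at 50 uM) then reacted 10 min; fluorescence read at 485/525 nm.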
Mito fusion act = mitochondrial division inhibition or fusion activation | S. cerevisiae fusion-defective mutant growth rescue, CellTiterGlo 48 h | AID 485298 | Potency, µM (titrated, usually from 46.1 µM), for the others: at the highest dose growth rescue (activation), most hits filed as activators | hit rate 0.23% among 320,000;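 further: potency means the concentration at half of the fitted maximal effect; % of control where 0% means no effect; nearly all actives have a fitted effect of over 45% in size; temperature-sensitive fusion mutants such as fzo1-1 at 37 °C on non-fermentable ethanol glycerol medium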
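Compounds are tested for their ability to restore growth of mitochondrial fusion-defective yeast strains at non-permissive 37C in YPEG medium over 48 hours. Viability is quantified by luciferase luminescence.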
TSHR antag = antagonists of human thyroid stimulating hormone receptor; activity change, negative = inhibition, % at 11.5 µM; TSHR-expressing cells, TSH-stimulated cAMP HTRF, 2 h; hits give low values; P16473; hit rate 0.2% among 330,000; AID 504810;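 active means activity change below a set negative limit, meaning inhibition stronger than a set level, cut at about -70% in these data; inconclusive means activity change between two set negative limits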; further: on the % scale 0 is the no-effect control and ±100 the full control effect
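Competitive HTRF cAMP read-out (cryptate anti-cAMP antibody, cAMP-d2; 30 min, room temperature) in freshly harvested TSHR cells. Compounds added before TSH at EC80 (4nM final), followed by 2 hours' incubation at 37 deg C.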
hERG WT inh = inhibitors of human wildtype KCNH2 potassium channel; U2OS, BacMam KCNH2, thallium flux FluxOr; hits give low values; AID 720551; Q12809; hit rate 0.37% among 340,000; activity change, % at 1.84 µM;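 active means maximum activity change below -70%; inconclusive means maximum activity change between -70% and -50%; inactive means maximum activity change above -50%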; further: on the % scale 0 is the no-effect control and ±100 the full control effect
Target sequence (Q12809 whole entry, looked up): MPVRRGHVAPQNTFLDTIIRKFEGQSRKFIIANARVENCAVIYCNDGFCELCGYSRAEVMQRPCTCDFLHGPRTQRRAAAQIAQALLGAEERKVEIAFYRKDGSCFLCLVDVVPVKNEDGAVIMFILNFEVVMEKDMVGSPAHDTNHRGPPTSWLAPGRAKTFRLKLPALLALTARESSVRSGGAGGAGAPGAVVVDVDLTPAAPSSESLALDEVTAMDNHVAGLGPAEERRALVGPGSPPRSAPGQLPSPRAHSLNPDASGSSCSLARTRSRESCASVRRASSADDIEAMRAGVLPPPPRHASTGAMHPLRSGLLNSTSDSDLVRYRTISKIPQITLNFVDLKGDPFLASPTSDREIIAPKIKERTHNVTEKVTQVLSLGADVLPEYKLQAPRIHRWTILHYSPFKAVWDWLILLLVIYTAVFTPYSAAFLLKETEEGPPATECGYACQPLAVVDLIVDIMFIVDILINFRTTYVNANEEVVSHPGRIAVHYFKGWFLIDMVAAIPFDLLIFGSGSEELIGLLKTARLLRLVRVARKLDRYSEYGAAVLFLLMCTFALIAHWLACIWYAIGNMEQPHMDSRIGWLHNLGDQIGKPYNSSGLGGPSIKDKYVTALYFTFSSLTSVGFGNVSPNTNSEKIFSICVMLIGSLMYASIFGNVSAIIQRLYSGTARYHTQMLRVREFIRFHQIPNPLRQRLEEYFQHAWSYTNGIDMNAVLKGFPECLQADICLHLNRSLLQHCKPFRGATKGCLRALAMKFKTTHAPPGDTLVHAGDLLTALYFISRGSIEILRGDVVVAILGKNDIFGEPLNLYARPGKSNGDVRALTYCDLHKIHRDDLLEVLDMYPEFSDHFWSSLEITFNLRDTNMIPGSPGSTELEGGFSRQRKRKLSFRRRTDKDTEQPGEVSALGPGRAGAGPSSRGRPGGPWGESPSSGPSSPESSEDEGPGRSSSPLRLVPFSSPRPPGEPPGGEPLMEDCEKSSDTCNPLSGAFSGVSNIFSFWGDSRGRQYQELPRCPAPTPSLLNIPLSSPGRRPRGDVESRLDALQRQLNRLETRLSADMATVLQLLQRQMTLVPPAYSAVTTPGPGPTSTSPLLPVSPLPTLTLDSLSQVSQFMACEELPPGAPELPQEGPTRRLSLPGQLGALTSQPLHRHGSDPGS
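U2OS cells were transduced with wild-type KCNH2 virus (2.03 x 10^8 / mL) for 4 h at room temperature, then cultured overnight at 37 C. Thallium flux was read with FluxOr dye. Rate constants were normalized to DMSO controls.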
USP2a block = inhibitors of human ubiquitin-specific protease USP2a; O75604; USP2 core, Ub-CHOP2 coupled fluorogenic reporter, 485/531; Potency, µM (doses to about 38.3 µM), inactives show at the top dose activity change, negative = inhibition, hits mostly inhibitors; hit rate 0.01% among 330,000;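 further: potency means the concentration at half of the fitted maximal effect; plate controls were DMSO wells for no effect and full inhibition by NEM control for full effect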
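Deubiquitinase activity read as fluorescence (485/531 nm) after Ub-CHOP2 cleavage activates the enterokinase reporter on its substrate; USP2 core 10nM, Ub-CHOP2 and substrate 25nM each, 30min compound preincubation then 60min RT; data normalized to NEM, curves fitted.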
TCR activator = activators of T cell receptors | primary human leukocytes, anti-CD3, IL-2 HTRF, 48 h | 330,000 tested, under 10 active | Potency, µM (series often up to 9.22 µM), without a hit: top-dose activation of IL-2 secretion, hits mostly activators; further: % of control where 0% means no effect
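TCR engagement came from a-CD3 beads alone, with compounds added to primary human leukocytes for 48 hr. Secreted IL-2 bridged europium cryptate- and d2-labelled anti-IL-2 antibodies, giving FRET emission at 665nm after 320nm excitation.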
Numbers without * were called inactive; ? = inconclusive; / = no result given; [ ] = dose if it differs, or a comment. Unless noted, the call rests on the fitted dose curve; in most records, active means well fitted curve in the direction sought with a large enough effect; inconclusive means small, poorly fitted or top-dose-only effect, or another doubt; inactive means no such curve, though single readings can be large; an effect the other way counts as inactive or inconclusive. The list is partial; the hit share may differ from the screen's.

Preview:
#	molecule	KCNH2 3.1 block	TRPV1 ag	ELG1 DNA repair	A-T KAP1 phos	Eya2 phos inh
1	COc1ccc(NC(=O)C2=C(C)Nc3nc(CCCO)nn3C2c2ccc(OC)c(OC)c2)cc1 (configuration not stated)	-6	-2	?	-1%	2%
2	O=C(COc1ccc(Cl)cc1)Nc1ccc2[nH]ncc2c1	5	?	0%	-8%	5%

#	Mito fusion act	TSHR antag	hERG WT inh	USP2a block	TCR activator
1	2%	-1	3	10%	-4%
2	2%	5	-17	0%	/

This part in full (from the top)
#	molecule	KCNH2 3.1 block	TRPV1 ag	ELG1 DNA repair	A-T KAP1 phos	Eya2 phos inh
1	COc1ccc(NC(=O)C2=C(C)Nc3nc(CCCO)nn3C2c2ccc(OC)c(OC)c2)cc1 (configuration not stated)	-6	-2	?	-1%	2%
2	O=C(COc1ccc(Cl)cc1)Nc1ccc2[nH]ncc2c1	5	?	0%	-8%	5%
3	COc1ccc(CNCc2cccn2C)cc1	4	0	-1%	-6%	-7%
4	CC(=O)NCCOc1ccc2oc3ccccc3c2c1	-1	?	/	/	/
5	Cc1ccc2oc(=O)n(Cc3ccc(F)cc3)c2c1	-11	15	2%	0%	-3%
6	CC(C)(C)n1nc2c(c1NC(=O)c1cc3ccccc3o1)CSC2	-9	15	-27%	-1%	-10%
7	CCOc1ccc(C(=O)N2CCCC(c3nc(-c4ccc(C)o4)no3)C2)cc1 (configuration not stated)	7	0	?	6%	6%
8	O=C(Nc1ccc(Cl)cc1)Nc1nnc(CSCc2ccc(Cl)cc2)s1	18	4	?	6%	-8%
9	CSc1nc2[nH]c3c(c2c2nncn12)CC(C)(C)OC3	1	5	1%	1%	-3%
10	COc1ccc(CNc2ncc(-c3ccc(F)cc3)n2C)cc1OC	0	0	-15%	-9%	-10%
11	CCN(CC)C(=O)[C@H]1C[C@H](CC(=O)NCc2ccc(OC)c(OC)c2)C(=O)N2CCc3c([nH]c4ccc(Cl)cc34)[C@]12C	2	/	?	3%	-3%
12	CCNS(=O)(=O)c1ccc(CCC(=O)N2CCCC2)cc1	12	-1	-2%	-3%	-4%
13	CS(=O)(=O)N(CC(=O)Nc1cc(Cl)ccc1Cl)c1ccccc1	-4	-2	0%	3%	14%
14	CCNC(=O)O/N=C1\CCCCC1c1ccc([N+](=O)[O-])cc1[N+](=O)[O-] (configuration not stated)	-14	0	-1%	5%	-4%
15	Cc1ccccc1OCC(=O)Nn1c(COc2ccccc2)nc2ccccc2c1=O	-1	21	16%	0%	-35%

#	Mito fusion act	TSHR antag	hERG WT inh	USP2a block	TCR activator
1	2%	-1	3	10%	-4%
2	2%	5	-17	0%	/
3	-2%	5	4	0%	0%
4	-5%	/	-1	/	-4%
5	26%	-7	4	3%	1%
6	-3%	-6	1	0%	0%
7	7%	2	6	-1%	-2%
8	-2%	-11	-1	4%	1%[46.1 µM]
9	0%	-10	-5	2%	-2%
10	5%	2	-15	1%	/
11	/	0	15	-2%	-1%[46.1 µM]
12	4%	3	-12	-2%	/
13	5%	-4	0	2%	-1%
14	-29%	-1	21	1%	-5%
15	10%	-8	-12	3%	-1%

Next section
#	molecule	KCNH2 3.1 block	TRPV1 ag	ELG1 DNA repair	A-T KAP1 phos	Eya2 phos inh
16	COc1ccc(CCN2C(=O)c3ccncc3C2=O)cc1OC	-15	3	13%	/	-1%
17	Cc1sc(NC(=O)c2oc3ccccc3c2C)c(C#N)c1C	15	6	25%	3%	-32%
18	Fc1cccc(-n2c(-c3ccco3)nc3nc4ccccc4nc32)c1	-3	10	-4%	/	10%
19	O=C(Nc1ccccn1)C1COc2ccccc2O1 (configuration not stated)	-8	11	?	2%	-25%
20	O=C(CNC(=O)c1ccc2c(c1)OCCO2)N/N=C/c1ccc(O)cc1O	6	-1	-10%	1%	4%
21	CC1c2nc3ccccc3n2C(CC(=O)NCc2ccccn2)C(=O)N1Cc1ccccc1 (configuration not stated)	-1	2	-2%	-8%	-4%
22	CC(C)C(C(=O)NC(C)(C)C)N(CCN1CCOCC1)C(=O)CNS(=O)(=O)c1ccccc1 (configuration not stated)	-13	2	0%	5%	-12%
23	CCS(=O)(=O)Nc1ccc(-c2nc3cccnc3s2)cc1	-12	0	?	4%	1%
24	COc1ccc(CNCc2ccc(F)cc2)c(OC)c1	-22	2	4%	7%	2%
25	CN1CCN(CCCCOc2cccc3ccccc23)CC1	-17	0	?	-13%	9%
26	O=c1c2[nH]c3cccc(Cl)c3c2ncn1CC1CCCO1 (configuration not stated)	2	-5	?	20%	-8%
27	O=C(Nc1ccc(O)cc1)/C(=C/c1ccco1)NC(=O)c1ccccc1	13	3	0%	7%	12%
28	O=C(COC(=O)[C@@H]1CC(O)CN1S(=O)(=O)c1ccccc1[N+](=O)[O-])Nc1ccc2ccccc2c1 (some centres not stated)	-6	4	?	-8%	5%
29	Cc1sc2nc(-c3ccccc3)oc(=O)c2c1C	-7	2	13%	6%	2%
30	CC(=O)N1c2ccc(S(=O)(=O)NCCC(=O)Nc3ccc(F)cc3)cc2CC1C (configuration not stated)	23	2	16%	-7%	-2%

#	Mito fusion act	TSHR antag	hERG WT inh	USP2a block	TCR activator
16	-6%	13	1	-1%	2%
17	-6%	-14	-15	0%	10%
18	2%	4	-6	0%	-4%
19	0%	-10	6	2%	4%[46.1 µM]
20	0%	7	3	0%	-4%[46.1 µM]
21	0%	0	24	0%	/
22	9%	10	1	1%	3%
23	-3%	-6	-5	-2%	-3%
24	-2%	9	1	1%	-4%
25	-2%	-4	16	0%	0%
26	0%	-2	-12	1%	-3%
27	-2%	-2	2	6%	7%
28	-1%	6	-3	-5%	2%[46.1 µM]
29	-14%	-5	-5	0%	-1%
30	27%	2	-1	4%	2%

Some of the entries so far, field by field.
#13 CS(=O)(=O)N(CC(=O)Nc1cc(Cl)ccc1Cl)c1ccccc1
  KCNH2 3.1 block: -4
  TRPV1 ag: -2
  ELG1 DNA repair: 0%
  A-T KAP1 phos: 3%
  Eya2 phos inh: 14%
  Mito fusion act: 5%
  TSHR antag: -4
  hERG WT inh: 0
  USP2a block: 2%
  TCR activator: -1%

#14 CCNC(=O)O/N=C1\CCCCC1c1ccc([N+](=O)[O-])cc1[N+](=O)[O-] (configuration not stated)
  KCNH2 3.1 block: -14
  TRPV1 ag: 0
  ELG1 DNA repair: -1%
  A-T KAP1 phos: 5%
  Eya2 phos inh: -4%
  Mito fusion act: -29%
  TSHR antag: -1
  hERG WT inh: 21
  USP2a block: 1%
  TCR activator: -5%

(list continues)
#	molecule	KCNH2 3.1 block	TRPV1 ag	ELG1 DNA repair	A-T KAP1 phos	Eya2 phos inh
31	COc1ccc(NC(=O)CSc2nncs2)cc1S(N)(=O)=O	9	2	?	1%	6%
32	CCCOC(=O)c1ccc(NC(=O)c2cc(OC)c(OC)c(OC)c2Br)cc1	5	0	-23%	1%	-17%
33	O=C(NCc1cn2ccsc2n1)c1cccc(C(F)(F)F)c1	8	2	1%	4%	-5%
34	NC(=S)n1[nH]c(-c2ccc([N+](=O)[O-])cc2)c(N=Nc2ccc(O)cc2)c1=O	5	-3	-30%	-1%	28%
35	Cc1cc(C)nc(Sc2c(F)c(F)c(C(F)(F)F)c(F)c2F)n1	16	2	8%	8%	21%
36	O=C1CCCN1CC(O)CS(=O)(=O)Cc1ccccc1 (configuration not stated)	21	1	5%	23%	2%
37	Cc1ccc(CNC(=O)CCCn2c(=O)[nH]c3ccccc3c2=O)cc1	15	6	-3%	4%	1%
38	COc1ccc(-c2nnc(SCC(=O)/C(C#N)=C(\C)N)o2)cc1	6	13	?	4%	24%

#	Mito fusion act	TSHR antag	hERG WT inh	USP2a block	TCR activator
31	-1%	-4	6	-1%	7%
32	5%	12	-1	1%	4%
33	-1%	-8	-8	-6%	4%
34	-2%	-12	0	1%	/
35	-3%	2	-8	0%	-3%
36	12%	-1	-3	-1%	0%
37	-3%	1	0	3%	-4%
38	-2%	-11	-12	-1%	-2%
